# From PubChem
# MrgX1 allo act – positive allosteric modulators of MrgX1, primary screen, HEK293 cells, Fluo-4 calcium flux | Mas-related G-protein coupled receptor member X1 (Homo sapiens), Q96LB2 | FDSS; hits give high values | B-score at 10 µM | 0.63% of 310,000 active | AID 588675, 2011;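 active = plate-corrected calcium response at least 3 library SD above typical, normal starting fluorescence, not activating the receptor alone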;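 also: compound read alongside a low EC10 to EC30 dose of BAM8-22 agonist; peak minus trough fluorescence over baseline measured at the second addition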
# Target sequence (Q96LB2 whole entry, looked up): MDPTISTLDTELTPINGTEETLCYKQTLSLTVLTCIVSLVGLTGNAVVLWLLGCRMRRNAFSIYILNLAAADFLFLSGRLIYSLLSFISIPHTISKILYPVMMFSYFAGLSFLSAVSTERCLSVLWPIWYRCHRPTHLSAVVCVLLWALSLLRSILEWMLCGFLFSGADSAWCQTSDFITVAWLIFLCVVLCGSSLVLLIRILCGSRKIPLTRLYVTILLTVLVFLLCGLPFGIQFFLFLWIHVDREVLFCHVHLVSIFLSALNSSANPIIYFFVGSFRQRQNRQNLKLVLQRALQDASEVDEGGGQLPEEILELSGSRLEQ
# HIF activator – HIF pathway transcriptional activators, primary screen, cell-based, U2OS HRE-luciferase, luminescence. 0.32% of 300,000 active. AID 1910, 2009. activation, % at 7.5 µM (by protocol). U2OS HRE-luciferase reporter; normalized: DMSO 0%, desferrioxamine 100%;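 active = mean activation of at least 10% of the iron chelator positive control signal, with at least half of replicates also reaching 10%; inconclusive = mean and replicate majority disagree about reaching 10%; inactive = mean and most replicates under 10%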
# TRPC6 inhibitor – mouse TRPC6 channel inhibitors, primary screen, cell-based, HEK293, membrane potential dye | Short transient receptor potential channel 6 (Mus musculus), Q61143 | ACh-evoked depolarization; hits give low values | B-score at 10 µM | 1.1% of 310,000 active;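 active = B-score under library mean minus 3 SD, initial fluorescence not abnormally high, positive integrated signal ratio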;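 also: B-score derived from integrated fluorescence ratio over the kinetic read; more negative B-score means stronger inhibition of depolarization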
# TRPC4 act – activators of mouse TRPC4 channel, primary screen, Fluo4 calcium, HEK293 TRPC4beta/mu-opioid cells | Short transient receptor potential channel 4 (Mus musculus), Q9QUQ5 | Fluo4 calcium fluorescence; hits give high values | B-score at 10 µM | 0.49% of 310,000 active;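 active = B-score above 5 SD of library B-scores, and initial fluorescence ratio not above library mean plus 5 SD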;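 also: positive B-score marks a calcium rise read as TRPC4 activation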
#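 Assay system: HEK293 cells stably co-expressing mouse TRPC4beta and mu-opioid receptor / Timing: Fluo4 dye loading 45 min at room temperature, 110 s recording / Signal: Fluo4 calcium-sensitive dye fluorescence, kinetic, 1 Hz baseline / Read-out: integrated baseline-normalised fluorescence ratio, converted to per-well B score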
# MrgX1 antag – antagonists of human MrgX1 receptor, primary screen, HEK293 cells, Fluo-4 calcium flux; BAM8-22 antagonism; hits give low values; B-score at 10 µM; 1.3% of 310,000 active; Mas-related G-protein coupled receptor member X1 (Homo sapiens), Q96LB2;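 active = calcium-response B-score plate-corrected more than 3 library SD below zero, starting fluorescence within 5 deviations, no agonist response on first addition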;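 also: peak minus trough fluorescence over baseline after final BAM8-22 challenge near maximal dose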
# TRPC4 potent – positive allosteric modulators of TRPC4, primary screen, cell-based, mouse TRPC4beta, HEK293 mu-opioid, Fluo-4 calcium | DAMGO EC20, Fluo-4 Ca2+ flux; hits give high values | B-score at 10 µM | 0.42% of 310,000 active | AID 2227, 2009;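 active = B-score of calcium response area above 5 SD of library B-scores, with initial fluorescence ratio within 5 SD of library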;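 also: B-score of integrated fluorescence ratio over time as area under calcium response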
# PolyA inhibitor – polyadenylation inhibitors in yeast reporter cells, primary screen, luminescence, S. cerevisiae; S. cerevisiae SKY197-pL101 polyadenylation reporter, beta-gal luminescence; efflux-impaired pdr1/pdr3 knockout yeast; score 100 = 6 SD above DMSO; calls only at 12 µM; 0.02% of 300,000 active;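 active = lowest replicate activity score at least 50, where 100 means six control SD above control mean; inconclusive = lowest score under 50 but half or more replicates reach 50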;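 also: yeast exposed to compound for 9 h at 30 °C; higher score means more reporter readthrough which indicates perturbed polyadenylation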
# MrgX1 ag – agonists of human MrgX1 receptor, primary screen, HEK293 cells, Fluo-4 calcium flux | AID 588627, 2011 | Fluo-4 calcium fluorescence, agonist mode; hits give high values | B-score at 10 µM | Mas-related G-protein coupled receptor member X1 (Homo sapiens), Q96LB2 | 0.44% of 310,000 active;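 active = calcium response B-score plate-corrected fluorescence ratio at least 3 library SD, with starting fluorescence B-score inside 5 SD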
#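 Test system: HEK293 cells stably expressing human MrgX1 receptor; amount: 15,000 cells per well; doses: compound delivered in addition one of three; times: overnight plating before 1 h dye loading; detection: Fluo-4 NW calcium-flux fluorescence, kinetic read; read-out basis: B-scored fluorescence response ratio; controls: positive and negative controls per plate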
# TRPC6 activator – mouse TRPC6 channel activators, primary screen, cell-based, HEK293, membrane potential dye. B-score at 10 µM. HEK293-TRPC6 membrane potential dye fluorescence; hits give high values. AID 2550, 2010. 0.13% of 310,000 active. Short transient receptor potential channel 6 (Mus musculus), Q61143;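 active = B-score of the integrated fluorescence ratio above library mean plus 3 SD, and starting fluorescence ratio within library mean plus 5 SD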;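 also: higher score means more depolarization so channel activation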
# AI-2 QS mod – Vibrio harveyi AI-2 quorum sensing modulators, primary screen, JMH597 strain, luminescence/OD600 ratio; Vibrio harveyi JMH597 AI-2 luminescence/OD600 ratio, 9 h; hits give low values; strain lacks LuxN and CqsS sensors; 0 = neutral-control median; activity change, % at 7.5 µM; 0.4% of 300,000 active; AID 2094, 2009; in the data active = activity change below about -75%, passing the limit was not always enough; inconclusive = no clear call, values can overlap the other calls;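 also: luminescence divided by OD600 gain over 9 h not by final OD600 alone; inactives centre near 13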
# TRPC4 block – inhibitors of mouse TRPC4 channel, primary screen, Fluo4 calcium, HEK293 TRPC4beta/mu-opioid cells; Short transient receptor potential channel 4 (Mus musculus), Q9QUQ5; DAMGO-evoked Fluo4 calcium flux; hits give low values; B-score at 10 µM; 0.39% of 300,000 active;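 active = B-score over 3 SD under the library average, no early fluorescence shift, positive overall ratio signal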
#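 Assay system: HEK293 cells with stable TRPC4beta plus mu-opioid receptor expression; Probe or stimulus: DAMGO in two steps, submaximal then maximal; Dosing: single-point compound dosing; Measured by: Fluo4 calcium-dye fluorescence, kinetic read; Read-out basis: B score from integrated Fluo4 fluorescence ratio.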
# * marks the source's active call; other numbers are inactive results; i = inactive; ? = inconclusive; . = no result given.
SMILES,MrgX1 allo act,HIF activator,TRPC6 inhibitor,TRPC4 act,MrgX1 antag,TRPC4 potent,PolyA inhibitor,MrgX1 ag,TRPC6 activator,AI-2 QS mod,TRPC4 block
COc1ccc(C)cc1NC(=O)Nc1ccccc1SC,i,-40.3,i,i,i,i,i,i,i,47.4,i
O=C(Nc1ccccc1C(=O)NCCCN1CCOCC1)c1ccc(F)cc1F,i,-0.1,i,i,i,i,i,i,i,8.0,i
CN1CCN(S(=O)(=O)c2ccc(NC(=O)c3ccc(F)cc3Cl)cc2)CC1,i,-1.4,i,i,i,i,i,i,i,28.2,i
CC(C)(C)c1ccc(Cn2c(=N)n(CC(O)c3ccco3)c3ccccc32)cc1 (stereo not drawn),i,-6.8,-7.3*,i,i,i,i,i,i,18.4,i
CC1CCN(CCCOc2ccc(Br)cc2Cl)CC1,i,1.7,i,i,i,i,i,i,i,-1.6,i
OC(COc1ccc(Cl)cc1)CN1CCCCC1 (stereo not drawn),i,.,i,i,i,i,i,i,i,24.4,i
Cc1ccc(S(=O)(=O)NCC(c2ccccc2)N2CCN(c3ccc(F)cc3)CC2)cc1 (stereo not drawn),.,-6.8,i,i,.,i,i,.,i,18.2,i
O=C(NCCN=C1NS(=O)(=O)c2ccccc21)c1ccncc1,i,-0.2,i,i,i,i,i,i,i,-0.9,i
CC(=O)c1c(C)[nH]c(C(=O)CSc2ccc(F)cc2)c1C,i,2.0,i,i,i,i,i,i,i,10.4,i
O=C(CN1C(=O)NC2(CCCC2)C1=O)Nc1cc(Cl)ccc1N1CCOCC1,i,1.5,i,i,i,i,i,i,i,7.9,i
COCC1CCCC1OS(N)(=O)=O (stereo not drawn),i,-0.1,i,i,i,i,i,i,i,21.3,i
O=C(NC1CCCC1)c1ccc(Br)o1,i,-0.8,i,i,i,i,i,i,i,16.4,i
O=C(CN1C(=O)/C(=C/c2ccc(F)cc2)SC1=S)NC1CCS(=O)(=O)C1 (stereo not drawn),i,-0.3,i,i,i,i,i,i,i,19.7,i
Cc1ccc(C(=O)OCC(=O)Nc2sccc2C(N)=O)cc1NC(=O)c1ccco1,i,0.5,i,i,i,i,i,i,i,16.3,i
N#Cc1c(Cl)cccc1Oc1ccc(S(=O)(=O)Nc2ccccc2)cc1,i,0.1,i,i,i,i,i,i,i,11.0,i
O=C(CN(C(=O)CCC(=O)Nc1ccccn1)c1cccc(F)c1)NCc1ccc2c(c1)OCO2,i,1.2,i,i,i,i,i,i,i,1.9,i
CC(=O)N1C(C)(C)CC(=NOC(=O)c2ccccc2)CC1(C)C,i,-0.6,i,i,i,i,i,i,i,-4.8,i
Cc1ccc(Nc2nc(Cl)nc(N(C)C#N)n2)cc1,i,0.0,i,i,i,i,i,i,i,4.6,i
COc1ccc(-n2c(=S)[nH]c3ccccc32)cc1,i,-0.1,i,i,i,i,i,i,i,-1.6,i
CC(=O)c1cc(F)c(N2CCN(C(=O)c3ccco3)CC2)cc1C,i,0.8,i,i,i,i,i,i,i,11.6,i
O=C(Nc1ccc(N2CCCC2)cc1)c1cc2ccccc2o1,i,-8.1,i,i,i,i,i,i,i,13.0,i
CCOc1ccccc1NC(=O)CC1SC(=N)N(c2ccccc2)C1=O (stereo not drawn),i,-1.0,i,i,i,i,i,i,i,-2.4,i
O=C(/C=C/c1ccccc1[N+](=O)[O-])N1CCN(c2ccccc2F)CC1,i,0.4,i,i,i,i,i,i,i,15.7,i
Cc1noc(NS(=O)(=O)c2ccc(NC(=O)Nc3ccc(Cl)c(Cl)c3)cc2)c1C,i,0.0,i,i,i,i,i,i,i,15.8,i
O=C(OC1CCOC1=O)c1cc(-c2ccc(Br)cc2)nc2ccccc12 (stereo not drawn),i,-0.3,i,i,i,i,i,i,i,22.8,i
SMILES,MrgX1 allo act,HIF activator,TRPC6 inhibitor,TRPC4 act,MrgX1 antag,TRPC4 potent,PolyA inhibitor,MrgX1 ag,TRPC6 activator,AI-2 QS mod,TRPC4 block
Cn1cc(CN2CCCC(C(=O)c3cc(F)ccc3F)C2)c2ccccc21 (stereo not drawn),i,-0.4,i,i,i,i,i,i,i,14.0,i
CCc1ccc2c(c1)c1nc(C)sc1n2CC(=O)OC,i,-0.1,i,i,i,i,i,i,i,15.3,i
Cn1cc(CN2CCc3sccc3C2)c(-c2ccccc2F)n1,i,-0.3,i,i,i,i,i,i,i,21.6,i
Cc1cccc(C(=O)N2CCN(c3ccc(N4CCOCC4)nn3)CC2)c1,i,-0.2,i,i,i,i,i,i,i,13.9,i
O=C(N1CCN(c2ccccc2)CC1)C1(c2cccs2)CCOCC1,i,-0.5,i,i,i,i,i,i,i,28.3,i
CCOC(=O)c1cc2occc2n1CC(=O)N1CCCc2ccccc21,i,-0.3,i,i,i,i,i,i,i,5.1,i
CCOc1ccc(NC(=O)CC2SC(=O)N(c3ccccc3)C2=O)cc1 (stereo not drawn),i,0.9,i,i,i,i,i,i,i,23.0,i
O=C(N/N=C/c1ccc(OC(F)F)cc1)c1ccc(Br)cc1,i,-0.6,i,i,-5.33*,i,.,i,i,4.2,i
O=C(O)CCC(=O)N(Cc1ccccc1)Cc1ccccc1,i,-2.8,i,i,i,i,i,i,i,-4.6,i
CC(C)(C)Nc1nc2cc([N+](=O)[O-])ccc2o1,i,0.9,i,i,i,i,i,i,i,44.1,i
CC(C)CCNC(=O)CCCOc1cc(=O)n(C)c2ccccc12,i,-0.8,i,i,i,i,i,i,i,9.8,i
COC(=O)CN1C(=O)C2(C(C#N)=C(N)Oc3c2c(C)nn3-c2ccccc2)c2ccccc21 (stereo not drawn),7.41*,0.0,i,i,i,i,i,i,i,16.7,i
O=C(Nc1cccc2[nH]ncc12)NS(=O)(=O)c1ccccc1,i,-2.4,i,i,i,i,i,i,i,21.7,i
CC1CCCCN1C(=O)c1cc(-c2ccc(Cl)c(Cl)c2)on1 (stereo not drawn),i,2.3,i,i,i,i,i,i,i,-60.5,i
CCC(NS(=O)(=O)c1ccc(OC)cc1)C(=O)O (stereo not drawn),i,0.2,i,i,i,i,i,i,i,11.4,i
CN(CC(=O)NCc1ccccc1)S(=O)(=O)c1cnc[nH]1,i,-0.3,i,i,i,i,i,i,i,9.9,i
Cc1cc2c(c(=O)o1)C(C1C=CCCC1)C(C#N)=C(N)O2 (stereo not drawn),i,-0.4,i,i,i,i,i,i,i,23.0,i
CC(C)CC(=O)Nc1cc2c3c(c1)CCN3C(=O)CC2,i,-2.3,i,i,i,i,i,i,i,6.3,i
CCCCC(=O)Nc1ccc(NC(=O)C2CC2)cn1,i,0.9,i,i,i,i,i,i,i,16.6,i
Cc1nc2ccccn2c1C(=O)N/N=C/c1ccc([N+](=O)[O-])o1,i,0.3,i,i,-5.98*,i,.,i,i,?,i
CCOC(=O)c1sc2nc(SC)nc(-c3ccc(Cl)cc3)c2c1N,i,-0.6,i,i,i,i,i,i,i,10.8,i
Cc1nc2sc(C(c3ccco3)N3CCc4ccccc4C3)c(O)n2n1 (stereo not drawn),i,.,i,i,i,i,i,i,i,9.3,i
CN(C)CCCn1c(=O)n(CCc2ccccc2)c(=O)c2c3c(sc21)CCCCC3,i,0.0,i,i,i,22*,i,i,i,.,i
COc1ccc(NC(=O)CSc2nc(=O)n(CCN3CCOCC3)c3c2CCCC3)c(OC)c1,i,0.0,i,i,i,i,i,i,i,15.7,i
Cn1c(=O)oc2cc(S(=O)(=O)NCCCN3CCCC3=O)ccc21,i,-0.5,i,i,i,i,i,i,i,45.8,i
SMILES,MrgX1 allo act,HIF activator,TRPC6 inhibitor,TRPC4 act,MrgX1 antag,TRPC4 potent,PolyA inhibitor,MrgX1 ag,TRPC6 activator,AI-2 QS mod,TRPC4 block
Cc1ccc(C(=O)CCCn2nnc(-c3cccnc3)n2)cc1C,i,-0.7,i,i,i,i,i,i,i,-4.4,i
COCCn1c(N)c(N(Cc2ccccc2)C(=O)C2CCCC2)c(=O)[nH]c1=O,i,-0.3,i,i,i,i,i,i,i,13.2,i
S=C(Nc1ccc(Cl)cc1Cl)N1CCOCC1,i,-0.5,i,i,i,i,i,i,i,23.8,i
Cc1cc(CSc2nc(C)cc(=O)[nH]2)c2ncccc2c1,i,-0.4,i,i,i,i,i,i,i,28.5,i
Cc1cccc(-c2noc(CNC(=O)COc3ccccc3C)n2)c1,i,-0.2,i,i,i,i,i,i,i,18.8,i
Cc1nn(CCc2n[nH]c(=S)n2-c2ccc(F)c(Cl)c2)c(C)c1[N+](=O)[O-],i,0.3,i,i,i,i,i,i,i,17.1,i
COc1ccc(NS(=O)(=O)c2c(C)cc(C)cc2C)cc1,i,0.0,i,i,i,i,i,i,i,12.5,i
COc1cccc(-c2cc(C(=O)Nc3cnn(Cc4ccccc4C)c3)no2)c1,i,0.2,i,i,i,i,i,i,i,27.6,i
O=c1c2cc(Br)ccc2nc(-c2ccc([N+](=O)[O-])cc2)n1O,i,-0.1,i,81*,i,i,i,133*,i,-167.5*,i

# Quoted at random: two compounds from above
SMILES,MrgX1 allo act,HIF activator,TRPC6 inhibitor,TRPC4 act,MrgX1 antag,TRPC4 potent,PolyA inhibitor,MrgX1 ag,TRPC6 activator,AI-2 QS mod,TRPC4 block
O=C(Nc1ccccc1C(=O)NCCCN1CCOCC1)c1ccc(F)cc1F,i,-0.1,i,i,i,i,i,i,i,8.0,i
CC(C)(C)c1ccc(Cn2c(=N)n(CC(O)c3ccco3)c3ccccc32)cc1 (stereo not drawn),i,-6.8,-7.3*,i,i,i,i,i,i,18.4,i

# An excerpt. The share of hits here may be higher or lower than overall.
